Assay outcomes as filed in PubChem.
UTI89 phage lysis – protection from phage-mediated lysis, alamar blue read-out – E. coli UTI89, K1F phage, bacterial capsule biogenesis inhibitors (AID 488966); 0.02% of 340,000 active; inhibition, % at 100 µM, or IC50 in µM where a hit was titrated; E. coli UTI89 K1F phage lysis, alamar blue, 2 h; higher % means a stronger effect;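 active = phage lysis inhibition, versus mean bacterial control, above a set limit; inconclusive = no clear call, values can overlap the other calls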;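 note: capsule biogenesis inhibitors block K1F phage lysis so surviving cells raise fluorescence; higher fluorescence means more inhibition of phage lysis; actives were called in the ten point dose series up to 300 µM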
RSV antiviral HEp-2 – RSV antiviral activity via CPE protection, HEp-2 cells, primary 10 µM value included (AID 2391) | HEp-2 cells, RSV-induced CPE inhibition; higher % means a stronger effect | CPE inhibition, % at 10 µM, or IC50 in µM where a hit was titrated | 0.13% of 310,000 active; in the data active = a potency from the dose series; inconclusive = CPE inhibition mostly from about 23% at the one dose, without a potency; inactive = the rest, 99 in 100 with CPE inhibition below about 21%; note: strong numbers were not always called active
MgcRacGAP inhibition – MgcRacGAP GTPase-activating activity inhibitors, confirmation, biochemical, ADP Hunter fluorescence; 0.6% of 340,000 active; MgcRacGAP-stimulated Rac1 GTP hydrolysis, ADP Hunter fluorescence; higher % means a stronger effect; GST-tagged Rac1 F28L mutant substrate; inhibition, % at 30 µM, or IC50 in µM where a hit was titrated;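 active = first-screen hits whose inhibition reached a set limit at any dose in the follow-up dose series; inconclusive = inhibition above the set first-screen limit but never retested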;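 note: fluorescence reports GDP produced by GAP-driven GTP hydrolysis; strong numbers were not always called active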
HIV peptide binding – inhibitors of HIV fusion peptide binding, primary screen, biochemical, uHTS, fluorescence dequenching (AID 1986); cell-free peptide binding, fluorescence dequenching, 30 min; higher % means a stronger effect; inhibition, % at 20 µM, or IC50 in µM where a hit was titrated; 0.3% of 290,000 active; in the data active = inhibition mostly above about 52%, no sharp cut-off; inactive = mostly below about 76%; note: some results filed as inactive read as strong as hits
SV40 large T antigen – TAg ATPase/helicase activity blockers – biochemical (AID 1903); SV40 large T antigen ATPase/helicase inhibition assay; higher % means a stronger effect; one-dose inhibition, % at 20 µM; IC50 in µM for titrated hits; 0.39% of 310,000 active; in the data active = a potency from the dose series; inconclusive = inhibition mostly from about 32% at the one dose, without a potency; inactive = the rest, 99 in 100 with inhibition below about 32%; note: strong numbers were not always called active
GPR35 arrestin U2OS – GPR35 antagonists blocking zaprinast-driven arrestin recruitment, primary screen, imaging, U2OS, beta-arrestin-GFP, zaprinast agonist (AID 2058); U2OS GPR35 beta-arrestin-GFP translocation imaging, zaprinast antagonism; higher % means a stronger effect; inhibition, % at 10 µM; hits with a dose series show IC50 in µM; 0.052% of 290,000 active;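 active = inhibition of at least 50% with at least 30 cells and total cytoplasm GFP at most 10,000,000; inconclusive = under 30 cells or total GFP of 10,000,000 plus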
Dengue-2 NS5 capping – flavivirus cap methylation enzyme inhibition – biochemical, confirmation dose response, primary screen (AID 588689). one-dose inhibition, % at 25 µM; IC50 in µM for titrated hits. Dengue-2 NS5 methyltransferase capping enzyme assay, biochemical; higher % means a stronger effect. 0.3% of 340,000 active; in the data active = a potency from the dose series; inconclusive = inhibition above about 29% without an active follow-up result
PhoP inhibition – PhoP-dependent GFP reporter repression – Salmonella Typhimurium, primary screen (AID 1863); one-dose inhibition, % at 50 µM; IC50 in µM for titrated hits; 0.16% of 300,000 active; S. Typhimurium PhoP-regulated promoter GFP reporter, 4 h; higher % means a stronger effect;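 active = inhibition over 29.93%, a cutoff 3 SD above the screen mean, later confirmed by dose response; inconclusive = inhibition over 29.93% but no dose response follow-up; inactive = inhibition at most 29.93% or unconfirmed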;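 note: 0% = low Mg2+ inducing control and 100% = high Mg2+ repressing control; strong numbers were not always called active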
GPR55 antagonists – inhibition of LPI-stimulated GPR55 beta-arrestin translocation – imaging, U2OS, beta-arrestin-GFP, LPI agonist, primary screen (AID 2013) | inhibition, % at 10 µM; hits with a dose series show IC50 in µM | 0.13% of 290,000 active | U2OS GPR55 beta-arrestin-GFP translocation imaging, LPI antagonism; higher % means a stronger effect;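 active = spots per cell inhibited over 60%, with over 100 cells counted and total cytoplasm intensity under 500,000; inconclusive = wells with under 100 cells, flagged as likely toxic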;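 note: U2OS cells stably carrying GPR55 and arrestin-GFP stimulated by 5 µM LPI near EC80; imaged beta-arrestin-GFP aggregate spots per cell after agonist stimulation; plate controls were LPI-stimulated DMSO wells for no effect and DMSO wells without LPI for full effect; some results filed as inactive read as strong as hits; confirmed hits need IC50 under 10 µM and bright autofluorescent wells are also inconclusive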
Dengue-2 NS5 capping pilot replicate – recorded beside Dengue-2 NS5 capping, whose call it bears; inhibition, %; measured here: pilot screen replicate inhibition
An asterisk follows results filed as active; ? = inconclusive; . = no result given; [ ] = remark or other dose.

SMILES	UTI89 phage lysis	RSV antiviral HEp-2	MgcRacGAP inhibition	HIV peptide binding	SV40 large T antigen	GPR35 arrestin U2OS	Dengue-2 NS5 capping	PhoP inhibition	GPR55 antagonists	others
Cc1cc(NC(=O)c2cccnc2Cl)ccc1NC(=O)c1cc2ccccc2o1	0.0%	1.5%	8.1%	3.4%	22.3%	-6.3%	-6.5%	-0.5%	13.2%
COc1ccccc1NS(=O)(=O)c1cc(NC(=O)c2ccc(=O)[nH]c2)ccc1N1CCOCC1	3.0%	2.2%	6.2%	1.7%	8.6%	1.8%	-5.2%	13.2%	6.0%
CN(Cc1ccccc1Cl)C(=O)C1CCC(=O)N(CCc2cccc(F)c2)C1 (configuration not stated)	0.4%[50 µM]	1.8%	7.7%	-0.1%	4.3%	3.3%	-0.7%	2.5%	-6.1%
Cc1ccc(Cl)cc1NC(=O)c1ccccc1OCC(=O)N1CCOCC1	0.3%	3.9%	-1.9%	-0.2%	-7.1%	-1.8%	-5.2%	1.2%	-9.6%
O=C(CCCc1ccccc1)NCCc1ccc(F)cc1	0.1%	-0.2%	3.8%	0.1%	16.8%	12.7%	2.4%	7.5%	11.8%
Cc1ccc(C(=O)N2CCc3ccccc32)cc1	10.4%	5.8%	5.9%	-1.7%	0.4%	2.0%	0.7%	2.3%	1.8%
C/C(=N\NC(=O)CSc1nnc(C)s1)c1ccc(O)cc1	1.6%[50 µM]	2.6%	10.1%	-0.8%	26.9%	7.3%	1.9%	-0.8%	-3.8%
COc1ccc(C(CNC(=O)Cc2c(F)cccc2Cl)N2CCCCC2)cc1 (configuration not stated)	0.2%	0.0%	1.2%	2.6%	6.1%	8.2%	0.8%	-0.8%	18.6%
CCCC[C@@H]1CNC(=O)C(=O)N1CCCc1cc(OC)c(OC)c(OC)c1	0.9%	0.2%	-27.5%	-1.3%	8.7%	-6.5%	0.0%	-7.5%	-10.7%
Cc1ccc(C)c(N2CCN(S(=O)(=O)c3ccc4[nH]c(=O)ccc4c3)CC2)c1	-2.1%	2.3%	9.5%	0.1%	14.2%	-4.5%	-3.5%	.	6.1%
Nc1cc(=O)[nH]n1C1CCCC1	-0.4%	-1.0%	4.7%	-0.8%	8.1%	1.4%	-6.6%	-0.8%	6.6%
CC1CCCN(c2ccc(C(=O)Nc3nnc(C4CC4)s3)cc2[N+](=O)[O-])C1 (configuration not stated)	0.2%	2.8%	1.5%	0.8%	19.8%	4.4%	-6.4%	-4.0%	10.3%
c1ccc2c(CSc3nnc(-c4ccncc4)o3)cccc2c1	0.0%	?	5.3%	-0.3%	6.9%	4.5%	-4.7%	2.5%	8.2%	Dengue-2 NS5 capping pilot replicate=0.3
CCOC(=O)C(C)(C)n1nnc(-c2ccc([N+](=O)[O-])cc2)n1	-0.2%	7.8%	4.6%	-0.2%	2.3%	7.0%	-1.8%	2.8%	0.2%
O=C(N/C(=C\c1ccccc1Cl)C(=O)N1CCOCC1)c1ccc([N+](=O)[O-])cc1	-1.3%	0.0%	-1.3%	-2.0%	-0.7%	-8.8%	-3.9%	-3.2%	17.1%
Cc1ccc2c(c1)c1c(n2CC(O)CN2CCCCC2C)CCCC1 (configuration not stated)	0.7%[50 µM]	-3.0%	6.6%	-1.3%	6.3%	-11.0%	5.2%	-4.8%	8.6%
Nc1ccc(C#Cc2c(-c3ccsc3)oc3ccc(N4CCOCC4)cc23)cc1	0.5%	38.4%	11.7%	.	13.7%	.	-2.0%	-8.4%	.
O=C(NCc1ccccn1)c1ccc(OC2CCN(Cc3cccs3)CC2)cc1	0.2%	-1.1%	9.4%	1.4%	11.0%	-6.1%	-5.3%	-1.5%	17.4%
COc1ccccc1CNC(=O)CNC(=O)c1sc2ccccc2c1Cl	1.4%[50 µM]	6.4%	8.0%	-1.9%	9.4%	4.0%	-9.1%	7.8%	12.6%
Cc1cnc(C(=O)OC(C)C(=O)NC2CCCc3ccccc32)cn1 (configuration not stated)	0.8%[50 µM]	-1.6%	5.2%	.	6.5%	.	-7.4%	-4.7%	.
Cc1nc(COc2cccc(Cl)c2)sc1C(=O)/C=C/N(C)C	-2.0%	2.4%	-14.1%	1.6%	13.4%	12.5%	0.0%	-0.6%	10.2%
Cc1ccccc1OCC(=O)Nc1nnc(-c2ccncc2)s1	-1.4%	-0.6%	2.6%	-0.5%	6.2%	18.8%	6.9%	3.8%	5.9%
COCCN(C(=O)CCC(=O)Nc1cc(C)on1)C(C(=O)NC(C)(C)C)c1ccccc1Cl (configuration not stated)	0.6%	0.7%	-3.1%	10.0%	9.6%	-3.5%	-7.1%	-0.2%	5.6%
Cc1cc(=O)[nH]c(SCC(=O)N2C(C)CCCC2C)n1 (configuration not stated)	0.0%	0.0%	6.5%	3.4%	9.2%	10.7%	0.0%	0.5%	-5.6%
CC(=O)c1c(N2CCN(Cc3ccc4c(c3)OCO4)CC2)nc(=S)n(-c2ccccc2)c1C	0.1%	0.1%	2.8%	0.6%	8.6%	-2.8%	-9.9%	-0.5%	-11.2%
O=C(Cc1ccccc1)CC1(O)C(=O)Nc2ccccc21 (configuration not stated)	3.0%	0.3%	3.8%	2.6%	2.8%	8.2%	1.6%	7.9%	0.4%
CCN(CC)CCCN1C(=O)C(O)=C(C(=O)c2sc(C)nc2C)C1c1ccco1 (configuration not stated)	5.2%	2.0%	2.5%	-1.2%	4.2%	8.2%	-4.8%	2.2%	6.3%
Cc1cccc(N(C)S(=O)(=O)c2c(C)[nH]c(C)c2C(=O)N2CCCC2)c1	0.1%	0.3%	-9.3%	-1.0%	.	7.1%	-4.6%	2.9%	15.4%
COc1cccc(C(=O)Nc2ccc(NC(=O)c3ccco3)nc2)c1	-0.4%	-0.2%	4.2%	-0.9%	3.1%	8.5%	2.0%	-6.4%	11.9%
CC1(C)Cc2c(sc(NC(=O)COc3ccc(Cl)cc3)c2C(N)=O)C(C)(C)N1	0.2%	-0.9%	7.9%	0.3%	-8.3%	-3.9%	-0.6%	-7.0%	6.7%
O=C(OC1CCOC1=O)c1ccccc1C(=O)c1ccc(Cl)c([N+](=O)[O-])c1 (configuration not stated)	0.9%[50 µM]	0.8%	0.5%	.	.	.	6.9%	.	.
Cc1cc(-c2cccnc2)c(C#N)c(SCc2cccc(F)c2)n1	-1.1%	0.4%	1.9%	31.6%	13.4%	6.9%	-12.8%	-3.2%	-20.2%
O=C(CSc1nc2[nH]ncc2c(=O)[nH]1)Nc1cccc(Cl)c1	1.5%[50 µM]	0.0%	-1.8%	.	10.6%	.	-5.0%	0.1%	.
CCOC(=O)C(C)Sc1nc2c(c(=O)[nH]c(=O)n2C)n1CCc1ccccc1 (configuration not stated)	0.1%	-0.8%	12.4%	-1.2%	9.4%	24.8%	4.1%	-6.4%	1.7%
Cc1nc2cc3nc(C)sc3cc2s1	1.7%[50 µM]	1.3%	10.8%	-5.0%	-1.7%	4.6%	-7.6%	4.7%	9.9%
Cc1oc2ccc(NS(=O)(=O)c3cccc4cccnc34)cc2c1C(=O)OC(C)C	6.9%	1.7%	3.3%	-1.5%	3.3%	-12.6%	0.0%	-7.3%	10.8%
CCN(C(=O)Cc1c(C(=O)O)[nH]c2ccccc12)c1ccc(OC)cc1	0.1%	0.2%	3.3%	1.2%	13.2%	3.5%	8.5%	-2.7%	10.6%
CCOc1cc(C(=O)NCC2CCCO2)cc(OCC)c1OCC (configuration not stated)	2.5%	-0.2%	7.5%	1.0%	6.3%	-17.2%	-3.2%	0.1%	-8.2%
CCOC(=O)C1(C)C=C(Nc2ccc(NC(C)=O)cc2)C(=O)N1c1ccc(NC(C)=O)cc1 (configuration not stated)	-0.4%	3.1%	4.9%	-1.2%	7.0%	-9.2%	-4.6%	-9.4%	0.4%
COC(=O)c1ccc(CNC(=O)CCNC(=O)c2ccco2)cc1	0.9%[50 µM]	1.3%	3.3%	.	.	.	0.0%	.	.
N=c1c2c(ncn1Cc1ccco1)Oc1ccc3ccccc3c1C2c1ccccc1 (configuration not stated)	5.9%	6.9%	5.2%	3.3%	7.1%	10.3%	-6.5%	16.7%	17.8%
N/C(=N\N=C\c1ccnc2ccccc12)SC1CC(=O)N(c2ccc(Br)cc2)C1=O (configuration not stated)	0.1%	-3.1%	11.4%	1.3%	25.8%	-5.3%	4.8%	-34.2%	-1.5%
O=C(NC1CCCCC1)C(c1ccco1)N(C(=O)c1csnn1)c1cccc(Cl)c1 (configuration not stated)	-0.6%	0.2%	-1.7%	1.0%	4.3%	-21.1%	-0.8%	-0.4%	-14.9%
COCC(C)n1c(C)cc(C(=O)CSc2cc(C)c3ccccc3n2)c1C (configuration not stated)	3.4%	15.1%	5.5%	34.5%	8.9%	-11.1%	-2.9%	-3.0%	12.4%
Cc1ccc2c(c1)C(=O)CC1(CCCC1)O2	0.6%	0.0%	5.5%	-0.9%	11.1%	14.9%	1.6%	-5.9%	2.7%
Clc1cccc(NCc2nnc(SCc3ccccc3)o2)c1	-0.6%	11.5%	5.1%	-1.7%	8.8%	0.6%	-4.0%	-10.1%	-8.7%
CCC(C)N(C(=O)CSc1ccc(NC(C)=O)cc1)C1CCS(=O)(=O)C1 (configuration not stated)	-0.2%	-0.5%	6.6%	0.2%	-0.8%	-2.4%	-4.0%	2.6%	1.8%
CC(=O)Nc1ccc(NS(=O)(=O)c2cn(C)c(=O)n(C)c2=O)cc1	4.6%	2.1%	-14.9%	-2.3%	7.0%	-0.3%	-2.1%	8.7%	10.8%
COc1ccc(-c2nnc(SCC(=O)NC(C)c3ccccc3)o2)cc1OC (configuration not stated)	-0.2%	-0.1%	13.1%	1.5%	9.9%	-2.5%	4.5%	6.8%	-6.3%
C/C(=N/NC(=O)CNC(=O)Cc1ccccc1)c1ccc(Cl)cc1	.	1.6%	.	-1.5%	7.4%	3.1%	.	0.1%	-3.4%
O=[N+]([O-])c1ccc(OCCCCN2CCc3ccccc3C2)cc1	1.3%	-1.3%	25.0%	-1.6%	9.2%	-13.7%	.	1.1%	-2.0%
COc1ccccc1C1NC(=O)NC(C)=C1C(=O)Nc1cccc(C)c1C (configuration not stated)	0.9%	2.8%	2.2%	0.1%	0.1%	0.7%	-3.5%	0.4%	-15.4%
Cc1ccc(NC(=O)CNS(=O)(=O)c2cccs2)cc1F	1.6%[50 µM]	1.0%	4.0%	-3.2%	-2.2%	8.2%	-5.9%	1.1%	0.1%
COc1ccc(N(C(=O)c2ccco2)S(=O)(=O)c2cccs2)cc1	0.1%	0.5%	15.0%	-2.0%	6.5%	-4.2%	1.6%	-0.4%	0.5%
